# Epigenetic derep: regulators of epigenetic silencing causing reporter derepression in mouse cells | murine LDR cells, GFP reporter derepression, 30 h | Potency, µM (highest dose often 53.9 µM), inactives show at the highest dose GFP activation, usual class: activators | 280,000 tested, 0.2% active | AID 1865; active means well fitted activation curve with a large enough effect; inconclusive means small, poorly fitted or top-dose-only effect; further: % of control where 0% means no effect; nearly all actives have a fitted effect of over 60% in size
#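 Derepression of a silenced CMV-GFP reporter in murine LDR cells is scored by enumerating GFP-positive cells with a laser-scanning microplate cytometer after 30 hours of treatment at 37 C.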
# Lamin A splicing: modulators of lamin A splicing; Potency, µM (top dose mostly 46.1 µM), for inactives: top-dose ratio change, negative = inhibition, most hits filed as inhibitors; 200,000 tested, 0.01% active; HeLa LMNA splicing GFP/RFP minigene ratio, 48 h; active means well fitted inhibition curve with a large enough effect in the signal ratio, with a control signal flat, not every such curve was filed as active; inconclusive means small, poorly fitted or top-dose-only effect, or effect the other way, or a change in a side signal; the % refers to the signal ratio; further: on the % scale 0 is the no-effect control and ±100 the full control effect
#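 Read-out is the ratio of GFP to DsRed2 object intensity, acquired by 488 nm laser-scanning cytometry on HeLa lamin A-EGFP minigene reporter cells. Compound incubation 48 hrs at 37 °C in Opti-MEM with 2% FBS; DMSO 0.5% final.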
# Numbers without * were called inactive; ? = inconclusive; [ ] = dose if it differs, or a comment. Potency means the concentration at half of the fitted maximal effect. This is a subset, so the mix of outcomes need not match the whole.
SMILES,Epigenetic derep,Lamin A splicing
Cc1ccc(NC(=O)CN2C(=O)C(C)(C)c3ccccc32)cc1,0.8%,-13%[46 µM]
CCOc1ccc(N2CC(NC(=O)C3CC3)CC2=O)cc1 (stereo unspecified),1.8%,12%[46 µM]
Cc1ccc(NC(=O)c2oc3ccc(S(=O)(=O)N4CCCCC4)cc3c2C)cc1C,2.7%,11%[46 µM]
O=c1ccc2cc(S(=O)(=O)NCc3ccc(Cl)cc3)ccc2[nH]1,4.2%,15%[46 µM]
Cc1ccc(Cl)cc1N1CCN(S(=O)(=O)c2cc3[nH]c(=O)c(=O)[nH]c3cc2C)CC1,-1.2%,23%[46 µM]
CCC1CN(C(=O)N2CCC(C(=O)NCCc3ccc(OC)c(OC)c3)CC2)c2ccccc2O1 (stereo unspecified),1.4%,0%[46 µM]
COc1ccc(C(c2c(O)cc(C)n(Cc3ccco3)c2=O)N2CCN(c3ccccc3)CC2)cc1 (stereo unspecified),-2.8%,?
CCC1Sc2ccccc2N(CC(=O)NCc2ccc(C)cc2)C1=O (stereo unspecified),0.4%,?
Cc1nc(-n2nc(C)c(Cc3ccccc3Cl)c2C)sc1C(=O)Nc1ccccc1F,4.8%,5%[46 µM]
Cc1ccc(-n2nc(C)c3c(C(=O)NCCc4ccc(S(N)(=O)=O)cc4)cc(C)nc32)cc1,-1.3%,-4%[46 µM]
COc1ccc(CC(=O)NCc2ccc3c(c2)CCN3C(C)=O)cc1OC,-0.5%,6%[46 µM]
CC1=C(C(=O)Nc2ccc(C)cc2Cl)C2(CCCCCC2)OC1=O,-1.2%,?
CCOC(=O)Cc1ccc(NC(=O)NCc2cccn2Cc2ccccc2)cc1,1.5%,-6%[46 µM]
COc1ccc(Cl)cc1NC(=O)CCC(=O)c1ccc(C)cc1,-1.1%,11%[46 µM]
COc1ccc(CNC(=O)Cn2nc(C)c3c(C)n(-c4ccccc4)nc3c2=O)cc1OC,-1.1%,0%[46 µM]
O=S(=O)(c1ccc2ccccc2c1)n1nc(-c2ccco2)nc1NCc1ccc(F)cc1,-2.4%,14%[46 µM]
CCOC(=O)c1ccc(NC(=O)CN2C(=O)C(C)(C)c3ccccc32)cc1,0.0%,?
Cc1ccc(C(=O)OC2=C(C(=O)c3ccccc3)N(C)S(=O)(=O)c3ccccc32)cc1,-1.1%,?
CSc1ccc(CCNC(=O)CN2C(=O)c3cccnc3Oc3ccc(C)cc32)cc1,-0.2%,-15%[46 µM]
Cc1ccc(CNC(=O)c2ccc3c(c2)NC(=O)C(CS(=O)(=O)Cc2cccc(F)c2)N3)cc1 (stereo unspecified),?,?
COc1ccc(-c2nc3sc(CCNC(=O)c4cccc(C(F)(F)F)c4)c(C)n3n2)cc1,2.1%,4%[46 µM]
CC1CCN(S(=O)(=O)c2ccc3c(ccc(=O)n3CC(=O)NCc3ccc(Cl)cc3)c2)CC1,2.8%,0%[46 µM]
COc1cc(Cl)c(C)cc1NC(=O)C1CCN(c2nc3ccccc3n3cccc23)CC1,?,?
CN1CCN(C2(CNC(=O)COc3ccc(C(C)(C)C)cc3)CCCCC2)CC1,-3.2%,4%[46 µM]
Cc1nnc(N2CCC(C(=O)NCc3cccc(Cl)c3)CC2)c2nn(-c3ccccc3)c(C)c12,2.2%,?
COc1cccc2cc(-c3nc(-c4ccc(C)cc4)c(C)s3)c(=O)oc12,12%,12%[46 µM]
COc1ccc(NC(=O)CN2C(=O)C3(SCC(=O)N3c3cccc(OC)c3)c3ccccc32)cc1 (stereo unspecified),-1.3%,16%[46 µM]
Cc1ccc(N2CCn3c2nc2c3c(=O)n(CCc3ccccc3)c(=O)n2C)cc1C,0.0%,?
COc1cccc(NC(=O)CSC2=Nc3ccccc3C3=NC(CCC(=O)NC4CCCCC4)C(=O)N23)c1 (stereo unspecified),-1.3%,?
CCOC(=O)c1cc2c(=O)n3ccccc3nc2n(C)c1=NC(=O)c1cc2ccccc2o1,-1.6%,22%[46 µM]
CCCOc1ccc(CC2C(=O)Nc3ccc(Br)cc32)cc1 (stereo unspecified),-1.6%,?
CCOC(=O)C1CCC(CN(Cc2cccc(Br)c2)S(=O)(=O)c2ccc(Cl)cc2)CC1 (stereo unspecified),3.5%,8%[46 µM]
CC1CCN(S(=O)(=O)c2ccc3c(c2)N(CC(=O)O)C(=O)CO3)CC1,-1.2%,-8%[46 µM]
Cc1cc(Nc2cccc(C(F)(F)F)c2)ncn1,-3.2%,6%[46 µM]
CCN(CC)CCNC(=O)C1CCN(c2nn3cc(-c4ccc(F)cc4)nc3s2)CC1,1.2%,3%[46 µM]
COC(=O)c1c(C)oc2ccc(N(C(=O)c3ccncc3)S(=O)(=O)c3ccc(Br)cc3)cc12,-0.1%,?
COc1ccc(CNC(=O)Cn2c(=O)cc(-c3ccccc3)c3c(C)nn(C)c32)cc1,0.8%,-7%[46 µM]
COc1ccc(N2CCN(C(CNS(=O)(=O)c3c(C)cc(C)cc3C)c3ccco3)CC2)cc1 (stereo unspecified),2.8%,-13%[46 µM]
Cc1ccc(NC(=O)c2ccc(CN3CC(=O)N4CCCCC4C3=O)cc2)cc1C (stereo unspecified),-0.4%,-6%[46 µM]
CCc1ccc(NC(=O)CSC2=Nc3ccccc3C3=NC(CC(=O)NCc4ccc5c(c4)OCO5)C(=O)N23)cc1 (stereo unspecified),-1.3%,?
O=C(Cn1c(-c2cccs2)cc2cc(Cl)ccc21)NCc1ccccc1,3.7%,-24%[46 µM]
c1ccc(CN2CCN(c3ncnc4c3cnn4-c3ccccc3)CC2)cc1,0.0%,?
CC(=O)c1cccc(NC(=O)C2CCN(c3nnc(-n4cccc4)s3)CC2)c1,-1.3%,-7%[46 µM]
COc1ccc(N2CCN(C(=O)CCn3nc(C)c(S(=O)(=O)N4CCCC4)c3C)CC2)cc1,3.6%,10%[46 µM]
O=C(Cn1nc2c(cc1=O)CCCC2)NCc1ccccc1,0.0%,-10%[46 µM]
CCOc1ccc(NS(=O)(=O)c2ccc3[nH]cc(C(=O)N(C)Cc4ccccc4)c(=O)c3c2)cc1,-1.1%,13%[46 µM]
O=C(Nc1ccc2nc(SCC(=O)N3CCOCC3)sc2c1)c1ccc(F)cc1,0.0%,16%[46 µM]
CCOC(=O)c1[nH]c(C)c(CCC(=O)NCc2ccc(OCC)cc2)c1C,0.1%,-14%[46 µM]
Cc1ccc(-c2cn3c(n2)sc2cc(C(=O)NCc4cccs4)ccc23)c(C)c1,0.0%,?
COc1cccc(NC(=O)CSc2nc(=O)n(Cc3ccccn3)c3c2CCC3)c1,1.0%,?
# Next part
SMILES,Epigenetic derep,Lamin A splicing
COc1ccc(NC(=O)C2CCCN(c3ncnc4onc(C)c34)C2)cc1OC (stereo unspecified),-1.1%,-3%[46 µM]
COc1ccccc1NC(=O)C(=O)NCC(c1cccnc1)N1CCc2ccccc2C1 (stereo unspecified),2.2%,?
COc1ccc(C)cc1N(C)C(=O)c1c2c(nc3ccccc13)C(=O)N(C1CCCCC1)C2,0.0%,13%[46 µM]
Cc1cc(C)cc(NC(=O)Nc2ccc3nc(N4CCN(C)CC4)cc(C)c3c2)c1,5.1%,?
O=C(NCc1ccccc1F)C1CCCN(C(=O)N2CCOc3ccccc32)C1 (stereo unspecified),0.0%,25%[46 µM]
Cc1ccc(NC(=O)NCc2cccn2Cc2ccccc2)c(C)c1,0.0%,20%[46 µM]
COc1cccc(N2CC(NC(=O)CCCc3ccccc3)CC2=O)c1 (stereo unspecified),0.8%,15%[46 µM]
Cc1ccc(Cl)cc1-n1ncc2c(NC3CCCCCC3)ncnc21,0.7%,?
CCc1ccc(NC(=O)Cn2c(=O)ccc3cc(S(=O)(=O)N4CCCC4)ccc32)cc1,?,12%[46 µM]
COc1ccc(OC)c(CNc2ncnc3c2nc2n3CCCC2)c1,-1.2%,?
Cc1cc(O)c(C(c2ccccc2Cl)N2CCCCC2)c(=O)n1Cc1ccco1 (stereo unspecified),-2.5%,?
COc1ccc(Br)cc1CNC(=O)CN1C(=O)CCCc2ccccc21,3.7%,-16%[46 µM]
Cc1ccc(C)c(N2CCN(C(=O)C3CCN(c4nc(-c5ccc(C(C)C)cc5)no4)CC3)CC2)c1,8.7%,?
CCC(=O)Nc1nnc(S(=O)(=O)N(C)Cc2ccccc2)s1,3.9%,4%[46 µM]
CCOC(=O)C1CCC(CN(Cc2ccc(Cl)cc2)S(=O)(=O)c2cc(Cl)cc(Cl)c2)CC1 (stereo unspecified),2.4%,?
COc1ccccc1N1CCN(S(=O)(=O)c2ccc(F)c(C(=O)Nc3ccc(C)c(F)c3)c2)CC1,1.8%,-5%[46 µM]
CC(C)(C)c1ccc(C(=O)Nc2ccc3c(c2)CCCN3C(=O)c2cccs2)cc1,-1.5%,?
CCc1ccc(-n2c(SCc3ccccc3C)nc3[nH]ncc3c2=O)cc1,-1.1%,?
CCOC(=O)c1c(S(=O)(=O)N2CCCC(C(=O)Nc3cccc(C#N)c3)C2)c(C)n(C)c1C (stereo unspecified),-2.4%,2%[46 µM]
CCN(Cc1ccccc1)C(=O)Cn1c(=O)n(-c2ccc(Cl)c(Cl)c2)c(=O)c2c(C)c(C(=O)N(C)C)sc21,-1.3%,16%[46 µM]

# Eleven of these compounds, set out differently:
Epigenetic derep | Lamin A splicing | canonical_smiles
0.8% | 15%[46 µM] | COc1cccc(N2CC(NC(=O)CCCc3ccccc3)CC2=O)c1 (stereo unspecified)
0.7% | ? | Cc1ccc(Cl)cc1-n1ncc2c(NC3CCCCCC3)ncnc21
? | 12%[46 µM] | CCc1ccc(NC(=O)Cn2c(=O)ccc3cc(S(=O)(=O)N4CCCC4)ccc32)cc1
-1.2% | ? | COc1ccc(OC)c(CNc2ncnc3c2nc2n3CCCC2)c1
-2.5% | ? | Cc1cc(O)c(C(c2ccccc2Cl)N2CCCCC2)c(=O)n1Cc1ccco1 (stereo unspecified)
3.7% | -16%[46 µM] | COc1ccc(Br)cc1CNC(=O)CN1C(=O)CCCc2ccccc21
8.7% | ? | Cc1ccc(C)c(N2CCN(C(=O)C3CCN(c4nc(-c5ccc(C(C)C)cc5)no4)CC3)CC2)c1
3.9% | 4%[46 µM] | CCC(=O)Nc1nnc(S(=O)(=O)N(C)Cc2ccccc2)s1
2.4% | ? | CCOC(=O)C1CCC(CN(Cc2ccc(Cl)cc2)S(=O)(=O)c2cc(Cl)cc(Cl)c2)CC1 (stereo unspecified)
1.8% | -5%[46 µM] | COc1ccccc1N1CCN(S(=O)(=O)c2ccc(F)c(C(=O)Nc3ccc(C)c(F)c3)c2)CC1
-1.5% | ? | CC(C)(C)c1ccc(C(=O)Nc2ccc3c(c2)CCCN3C(=O)c2cccs2)cc1

# The listing continues:
SMILES,Epigenetic derep,Lamin A splicing
COc1ccc(CCNC(=O)CSc2n[nH]c(-c3ccccc3Cl)n2)cc1OC,-5.7%,-3%[46 µM]
CN(C)c1ccc(CNC(=O)CN2C(=O)C3CCCCN3c3ccc(C(=O)N4CCCC4)cc32)cc1 (stereo unspecified),-0.9%,10%[46 µM]
COCc1cc(C)nc2sc3c(=O)n(-c4ccccc4C(F)(F)F)nnc3c12,0.0%,?
COc1ccc(Cl)cc1NC(=O)c1cnc2sc(N3CCOCC3)nn2c1=O,-1.6%,?
CC(=O)Nc1cc(C(=O)NCc2ccc(F)cc2)ccc1Sc1ccc(C)cc1,1.8%,10%[46 µM]
Cc1ccc(C)c(CNC(=O)c2sc3ncnc(N(C)C4CCCCC4)c3c2C)c1,-1.3%,-5%[46 µM]
COc1ccc(C(=O)Nc2nnc(S(=O)(=O)N3CCCCCC3)s2)cc1OC,0.0%,9%[46 µM]
Cc1ccc(-n2ncc(C(=O)N3CCN(Cc4ccccc4)CC3)c2C2CCN(C(=O)OC(C)(C)C)CC2)c(C)c1,-1.3%,-4%[46 µM]
COc1cc(C(=O)NCCc2csc(-c3ccc(Cl)cc3)n2)cc(OC)c1OC,-0.9%,-11%[46 µM]
O=C(O)CCCn1cc(NC(=O)COc2ccccc2F)cn1,2.0%,14%[46 µM]
Cc1cc(OC(C)C(=O)N2CCC(c3nc4ccccc4o3)CC2)ccc1Cl (stereo unspecified),1.1%,?
CN(Cc1ccccc1)c1ncnc2onc(-c3ccc(F)cc3)c12,-0.4%,0%[46 µM]
CCOC(=O)c1ccc(NC(=O)CSc2nc3ncc(Br)c(C)c3[nH]2)cc1,14%,?
Cc1ccc(C)c(N2CCN(S(=O)(=O)c3ccc4[nH]c5c(c4c3)CCCC5)CC2)c1,-1.2%,-10%[46 µM]
Cn1c(-n2cccc2)c(-c2c(-c3ccccc3)[nH]c3c2c(=O)n(C)c(=O)n3C)c(=O)n(C)c1=O,0.0%,16%[46 µM]
CCOC(=O)c1c(C)oc2nc(C)nc(N3CCN(c4ccccc4F)CC3)c12,-1.3%,-16%[46 µM]
CCC1CN(C(=O)N2CCC(C(=O)N3CCN(c4ccccc4)CC3)CC2)c2ccccc2O1 (stereo unspecified),1.1%,-5%[46 µM]
CCOc1ccccc1Nc1sc(C(=O)c2ccccc2)c(N)c1C(=O)Nc1ccccc1,7.8%,?

# High-throughput results: PubChem BioAssay, National Center for Advancing Translational Sciences (NCATS)
